GCN5L2 inh = inhibitors of human GCN5L2 histone acetyltransferase; Potency, µM (doses to about 58.9 µM), without a hit: at the top dose activity change, negative = inhibition, hits mostly inhibitors; Q92830; 0.21% of 390,000 active; AID 504327; GCN5L2 HAT assay, ThioGlo1 CoA-SH fluorescence
Target sequence (Q92830 whole entry, looked up): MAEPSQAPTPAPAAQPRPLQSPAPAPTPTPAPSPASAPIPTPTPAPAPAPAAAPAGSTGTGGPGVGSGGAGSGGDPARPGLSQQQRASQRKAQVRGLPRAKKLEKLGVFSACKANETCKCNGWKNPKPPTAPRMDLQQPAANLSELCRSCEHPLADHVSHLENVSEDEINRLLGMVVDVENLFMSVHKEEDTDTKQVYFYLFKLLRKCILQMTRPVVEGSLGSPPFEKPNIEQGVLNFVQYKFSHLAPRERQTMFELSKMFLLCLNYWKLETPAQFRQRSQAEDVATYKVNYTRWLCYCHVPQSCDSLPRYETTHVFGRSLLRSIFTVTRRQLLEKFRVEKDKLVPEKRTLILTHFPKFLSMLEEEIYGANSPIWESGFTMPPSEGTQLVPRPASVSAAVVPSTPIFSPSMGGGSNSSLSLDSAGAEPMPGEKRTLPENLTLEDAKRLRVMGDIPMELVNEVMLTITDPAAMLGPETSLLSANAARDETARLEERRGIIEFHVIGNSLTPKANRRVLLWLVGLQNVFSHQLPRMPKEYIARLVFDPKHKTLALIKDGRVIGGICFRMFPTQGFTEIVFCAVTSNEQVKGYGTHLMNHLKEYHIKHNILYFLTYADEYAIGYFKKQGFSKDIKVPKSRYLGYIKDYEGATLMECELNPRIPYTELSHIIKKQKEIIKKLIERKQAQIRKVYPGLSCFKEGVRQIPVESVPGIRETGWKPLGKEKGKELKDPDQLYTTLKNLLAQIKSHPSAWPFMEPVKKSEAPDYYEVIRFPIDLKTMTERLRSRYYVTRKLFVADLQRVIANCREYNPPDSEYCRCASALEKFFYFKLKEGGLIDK
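GCN5L2 (20nM final) in 50mM HEPES, 0.1mM EDTA pH 7.5, 0.01% Tween-20 was preincubated 15 min at room temperature with compound, then given ThioGlo1 (50uM), H3(1-25) peptide (75uM) and acetyl-CoA (70uM); CoA-thiol fluorescence (Ex340/Em540) was read at 0 and 20 min.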
FEN1 inh = blocks human flap endonuclease 1 | Potency, µM (titrated, usually from 114 µM), for inactives: at the highest dose activity change, negative = inhibition, actives largely listed as inhibitors | Recombinant FEN1 flap cleavage, fluorescence, 15 min | P39748 | 0.35% of 390,000 active | AID 588795; note: nearly all actives have a fitted effect of over 65% in size
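Concentration–response screening of FEN1 (10 nM): 15 min compound preincubation at room temperature, reaction started with 50 nM substrate and read at 0 and 15 min. Corrected, normalized data were fitted by a four-parameter Hill equation.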
N370S GC = inhibitors or activators of N370S glucocerebrosidase for Gaucher disease; P04062; N370S GC spleen homogenate, 4MU-glucoside fluorescence; Potency, µM (series often up to 59.4 µM), for the others: top-dose activity change, negative = inhibition, actives largely listed as inhibitors; 0.092% of 330,000 active; AID 2101;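 note: 0% = full enzyme activity and -100% = no enzyme basal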
* marks the source's active call; other numbers are inactive results; ? = inconclusive; · = not tested or not shown; & = joins results of further samples. Calls come from the whole dose curve; as a rule, active = well fitted curve in the direction sought with a large enough effect; inconclusive = small, poorly fitted or top-dose-only effect, or another doubt; inactive = no such curve, though single readings can be large; an effect the other way counts as inactive or inconclusive. Unless noted, % is set by controls: 0 for no effect and ±100 for the full control effect; potency is the fitted concentration of half-maximal effect. An excerpt (hit frequency here may not be typical).

SMILES	GCN5L2 inh	FEN1 inh	N370S GC
CC1CCCCC1NC(=O)CSc1nnnn1C (stereo unspecified)	-4%	1%	-15%
CC(C)S(=O)(=O)CC(=O)c1ccc(Cl)cc1	-2%	13%	6%
CCNC(=O)c1ccc(CSc2ccc(Cl)cc2)cc1	-1%	0%	-2%
CCOc1cc(/C=C2\N=C(SC(C)C(N)=O)N(c3ccc(OC(F)F)cc3)C2=O)ccc1O (stereo unspecified)	-1%	0%	-13%
C=CCn1c(O)c(N=NC(=S)Nc2cccc(OC)c2)c2ccccc21	-3%	-1%	?
O=C(O)c1ccc2c(c1)C(=O)N(c1cccc(C(=O)/C=C/c3ccccc3)c1)C2=O	0%	?	4%
C/C(Cn1cnc([N+](=O)[O-])n1)=N\NC(=O)c1ccc(Br)cc1	1%	-6%	7%
Cn1c(=O)oc2cc(S(=O)(=O)NCc3ccccn3)ccc21	-8%	-1%	23%
Cc1ccc(C(C(=O)NC2CCCCC2)N(C)Cc2ccccc2)cc1 (stereo unspecified)	-1%	-1%	·
COCCCn1c(SCc2cc(=O)[nH]c3ccccc23)nnc1-c1ccco1	2%	-3%	9%
O=C(NC1CCNCC1)C1CCCCC1	-6%	-13%	3%
O=C(Nc1ccc([N+](=O)[O-])cc1)C(=O)Nc1cccc(C(=O)O)c1	-3%	-3%	0%
CSc1cccc(NC(=O)C(=O)NCc2ccccc2)c1	-1%	7%	2%
Cc1ccc2nc(NC(=O)c3ccc4ncsc4c3)sc2c1	-23%	-16%	-2%
Cc1ccc2cccc(Oc3ccc([N+](=O)[O-])cc3[N+](=O)[O-])c2n1	1%	-6%	-1%

3 entries from above, sorted by the number in GCN5L2 inh, largest number first:
Molecule	GCN5L2 inh
COCCCn1c(SCc2cc(=O)[nH]c3ccccc23)nnc1-c1ccco1	2%
CCNC(=O)c1ccc(CSc2ccc(Cl)cc2)cc1	-1%
Cc1ccc2nc(NC(=O)c3ccc4ncsc4c3)sc2c1	-23%

(further entries)
SMILES	GCN5L2 inh	FEN1 inh	N370S GC
Cc1ccc(Cl)cc1N1CCN(C(=O)c2cc3c(=O)oc4ccccc4c3s2)CC1	-6%	1%	·
O=[N+]([O-])c1cccc(S(=O)(=O)Nc2ccc(S(=O)(=O)NCC3CCCO3)cc2)c1 (stereo unspecified)	?	13%	-5%
CC1CCN(C(=S)NC(=O)c2ccccc2)CC1	0%	1%	0%
Cc1cc(OCc2cc(C(=O)N3CCCCCC3)no2)cc(C)c1Cl	-19%	-9%	2%
CC(=O)Nc1ccc(S(=O)(=O)NCCC(=O)OCC(=O)NCc2ccccc2)cc1	-1%	0%	·
COc1cccc(C2NC(=O)c3ccccc3O2)c1OCc1ccccc1F (stereo unspecified)	-9%	-1%	8%
COc1ccc(C(c2nnnn2C(C)(C)C)N2CCN(C)CC2)cc1OC (stereo unspecified)	-5%	-1%	1%
Cc1c(-c2ccccc2)nc2c(Cl)cccc2c1C(=O)OCC(=O)c1ccc(F)cc1	-9%	-1%	·
CCN(C(=O)Cn1c(=O)n(CCCS(=O)(=O)C2CCCCC2)c(=O)c2ccccc21)c1cccc(C)c1	-6%	-11%	·
Cc1ccccc1C(=O)NNC(=O)c1cccn1C	1%	-4%	4%
O=C(NC1CCCCCC1)c1nnc(Cc2ccc(Cl)cc2)o1	0%	13%	18%
C/C(=N\NC(=O)c1cccc(N/N=C(\C)c2ccccc2)c1)c1ccccc1	10%	13%	17%
Cc1ccc(NC(=O)c2ccc(Cl)nc2)cc1S(=O)(=O)N1CCOCC1	-3%	3%	·
CCc1c(C)nc(SCCOc2ccc(OC(C)C)cc2)[nH]c1=O	-5%	4%	14%
COc1ccc(OC)c(CC2C(=O)Nc3ccc(Br)cc32)c1 (stereo unspecified)	-14%	0%	·
COc1ccc(CCN(C)Cc2ccc(C(=O)Nc3ccccc3)cc2)cc1OC	-28%	4%	0%
CC1(C)Cc2c(C#N)c(N3CCN(C(=O)c4ccco4)CC3)nc(Cc3ccccc3)c2CO1	-6%	1%	-2%
CCCn1c(SCC(=O)N2CCCCC2)nnc1-c1ccccn1	-6%	·	-7%
Cc1ccc(C2=CC(=O)C[C@H](c3ccc(F)cc3)C2)cc1	-9%	-20%	·
Clc1ccc(N2CCN(/N=C/c3cccnc3)CC2)cc1	-2%	-6%	-1%
Cc1sc2ncn(CC(=O)N3CCN(c4ccccn4)CC3)c(=O)c2c1S(=O)(=O)N1CCCCC1	1%	-3%	2%
CCc1c(C)sc(NC(=O)c2cc(-c3ccc(OC)cc3)on2)c1C#N	-2%	-15%	·
Cc1ccc(CCNC(=O)CCCn2c(=O)c3ccccc3n(CC(=O)Nc3cc(Cl)ccc3C)c2=O)cc1	-2%	5%	·
O=C(CN1CCCC1c1cccs1)Nc1cc(S(=O)(=O)N2CCCC2)ccc1Cl (stereo unspecified)	-8%	9%	·
CN(CC(=O)Nc1ccc(N2CCOCC2)cc1)C(=O)c1ccc(CS(C)(=O)=O)cc1	-2%	8%	·
CN(C)c1oc(-c2ccco2)nc1S(=O)(=O)c1ccc(Br)cc1	-4%	-4%	·
CC(=O)c1c(C)[nH]c(C(=O)NNC(=O)COc2cc(C)cc(C)c2)c1C	-1%	2%	4%
CC1=C(C(=O)OC(C)C)C(c2ccc(O)cc2)NC(=O)N1 (stereo unspecified)	-1%	17%	-19%
Cc1ccccc1N1CCN(C2CCCN(C(=O)CCc3c(C)noc3C)C2)CC1 (stereo unspecified)	-1%	1%	-14%
COc1ccc(N2C(=O)CCC(C(=O)Nc3cccc(C)n3)C2c2ccc(OC)c(OC)c2)cc1 (stereo unspecified)	-11%	8%	-12%
COc1cc([N+](=O)[O-])ccc1NC(=O)CCCOc1cccc(C)c1	-10%	-18%	-2%
COc1ccc(-c2noc(CCC(=O)Nc3ccc(C)c(C)c3)n2)cc1	-9%	-14%	27%
CC(C(=O)N=Nc1c(O)[nH]c2ccccc12)n1cnc2ccccc2c1=O (stereo unspecified)	0%	-2%	5%
Cc1ccc2oc(=O)c3cnn(CC(=O)NCCCOC(C)C)c3c2c1	-6%	-1%	-4%
Cc1ccc(OCC(=O)N/N=C\c2cccn2C)c([N+](=O)[O-])c1	-4%	-4%	2%
Cc1cc2c(cc1S(=O)(=O)N1CC(C)CC(C)C1)OCC(=O)N2 (stereo unspecified)	?	1%	1%
COCCNc1c2c(nc3c(-c4ccccc4)c(C)nn13)CCC2	0%	-14%	4%
CCOC(=O)c1cc2c(=O)n3ccccc3nc2n(Cc2ccco2)c1=NC(=O)c1ccc(OCC)cc1	-3%	-17%	·
CC(OC(=O)Cc1ccc(F)cc1)C(=O)N1CCc2ccccc21 (stereo unspecified)	0%	5%	0%
C#Cc1ccc([C@H]2C=C(C(=O)Nc3ccccc3)O[C@@H](OCc3ccc(CO)cc3)C2)cc1	-8%	-14%	?
CC(C)C[C@H](NC(=O)c1ccc(OC2CCN(C(=O)C3CC3)CC2)cc1)C(N)=O	-11%	-13%	-3%
CC(C)Oc1ccc(/C=N/NC(=O)c2ccc(N(Cc3ccccc3)S(C)(=O)=O)cc2)cc1	4%	-4%	6%
COc1ccc(/C=N/NC(=S)Nc2cccc(C(=O)O)c2)cc1	-18%	-5%	-3%
Cc1ccc2c(c1)C1CC(C)(O2)N(c2cccc(C(=O)NC3CCN(Cc4ccccc4)CC3)c2)C(=O)N1 (stereo unspecified)	1%	-12%	?
O=C(Cc1cccc2ccccc12)Nc1ccc(O)cc1C(=O)O	-6%	9%	-12%
O=C(COC(=O)c1ncc(Cl)c(Cl)c1Cl)NC1CCCCCC1	-1%	-2%	1%
CC(=O)Nc1cc2c(cc1NC(=O)Cn1nnc(-c3ccc(C)o3)n1)OCCO2	-7%	-8%	-11%
CCCn1nnnc1NCc1ccc(F)cc1	3%	-4%	-13%
COc1cc(C(=O)n2nc(C)c(Sc3ccc(Cl)cc3)c2C)cc(OC)c1OC	-8%	-4%	·
CC(=O)N1c2ccc(S(=O)(=O)N3CCC(C(=O)Nc4ccc(C)cn4)CC3)cc2CC1C (stereo unspecified)	-8%	15%	-4%
O=C1C=C(c2ccccc2)C(O)(c2ccccc2)C1 (stereo unspecified)	-1%	0%	-1%
CCC1CCCCN1CCCNC(=O)c1nn(C)c2c1CS(=O)(=O)c1ccccc1-2 (stereo unspecified)	-6%	-9%	-7%
O=C(Cn1cccc1C(=O)c1ccccc1)NCc1ccc(F)cc1	-3%&0%	6%&4%	-23%
Cc1ccc(-c2nnn(CC(=O)N(CCN3CCOCC3)C(C(=O)NC(C)(C)C)c3ccco3)n2)cc1 (stereo unspecified)	-3%	-8%	-6%
Cc1ccccc1OCC(=O)OC(C(=O)c1ccccc1)c1ccccc1 (stereo unspecified)	-1%	1%	19%
O=C(O)CC(c1ccc(Br)cc1)N1Cc2ccccc2C1=O (stereo unspecified)	-2%	-12%	0%
CN(C)c1ccc(NC(=O)CSc2nc(N)c(C(=O)Nc3ccc(N(C)C)cc3)s2)cc1	-7%	-5%	-4%
CCCCSc1nnc2c(n1)OC=Nc1ccccc1-2	-12%	9%	-3%
C[C@H](CCC(=O)O)[C@H]1CC[C@H]2[C@H]3C(C[C@H](O)[C@]12C)[C@@]1(C)CC[C@@H](O)C[C@H]1C[C@H]3O (stereo partly specified)	-6%&1%	·	-16%&-11%
CCOC(=O)Nc1oc2ccccc2c(=O)c1C	-2%	1%	2%

More records.
SMILES	GCN5L2 inh	FEN1 inh	N370S GC
Cc1ccc(S(=O)(=O)N2CCCC(C(=O)NCc3ccc4c(c3)OCO4)C2)cc1 (stereo unspecified)	-1%	14%	-4%
CCOc1ccc(S(=O)(=O)n2nnc3ccccc32)cc1C(C)C	3%	·	2%
O=C(c1ccc(C(F)(F)F)cc1)N1CCC(=O)N([C@H](COCc2ccc(C(F)(F)F)cc2)Cc2ccccc2)CC1	-7%	·	0%
CC(=O)Nc1cccc(NC(=O)CSc2ncc(-c3ccccc3)[nH]2)c1	-4%	-7%	-5%
COc1ccc(NC(=O)CSc2nc(-c3cccs3)cc(C(F)(F)F)n2)cc1Cl	2%	-7%	·
COc1cc(C2Sc3ccccc3NC3=C2C(=O)OC3)cc(OC)c1OC (stereo unspecified)	3%	-13%	-27%
COc1cc(/C=N/n2cnnc2)ccc1OC(=O)c1ccncc1	-4%	-6%	-4%
CN(C)Cc1ccccc1Sc1ccc(Br)cc1	1%	-2%	-1%
COc1cccc(C(=O)C2CN(c3ccccc3)CC2c2ccc(Cl)cc2)c1 (stereo unspecified)	-15%	-1%	-19%
CCOC(=O)C1=C(COc2ccccc2)NC(=O)NC1c1ccc(Br)cc1 (stereo unspecified)	-4%	-18%	1%
Cc1ccc2oc3c(c(=O)c2c1)C(c1ccc(O)cc1)N(Cc1ccc2c(c1)OCO2)C3=O (stereo unspecified)	-8%	5%	·
CCc1ccc(-c2cc(C)no2)cc1S(=O)(=O)N1CCN(c2ccc(F)cc2)CC1	-10%	9%	-24%
Cc1cc(=O)oc(C)c1C(=O)Nc1cccnc1Cl	-9%	21%	13%
Cc1ccccc1NC(=O)CSc1nnc(-c2ccccc2)n1-c1ccccc1	-10%	-17%	7%
O=C(CCl)Nc1c[nH]c(=O)[nH]c1=O	-16%	7%	16%

Shown with values under each structure: two of the compounds above
Values run as follows: GCN5L2 inh, FEN1 inh, N370S GC
CCc1c(C)nc(SCCOc2ccc(OC(C)C)cc2)[nH]c1=O
  -5%, 4%, 14%
CC(=O)Nc1cccc(NC(=O)CSc2ncc(-c3ccccc3)[nH]2)c1
  -4%, -7%, -5%

Filtered by structure, those above with a thiophene ring, fused or not
SMILES	GCN5L2 inh	FEN1 inh	N370S GC
Cc1ccc(Cl)cc1N1CCN(C(=O)c2cc3c(=O)oc4ccccc4c3s2)CC1	-6%	1%	·
Cc1sc2ncn(CC(=O)N3CCN(c4ccccn4)CC3)c(=O)c2c1S(=O)(=O)N1CCCCC1	1%	-3%	2%
CCc1c(C)sc(NC(=O)c2cc(-c3ccc(OC)cc3)on2)c1C#N	-2%	-15%	·
O=C(CN1CCCC1c1cccs1)Nc1cc(S(=O)(=O)N2CCCC2)ccc1Cl (stereo unspecified)	-8%	9%	·
COc1ccc(NC(=O)CSc2nc(-c3cccs3)cc(C(F)(F)F)n2)cc1Cl	2%	-7%	·

Remaining list, next part
SMILES	GCN5L2 inh	FEN1 inh	N370S GC
Cc1ccc(Cl)cc1NC(=O)C(Cc1ccccc1)NS(=O)(=O)c1cccc2nsnc12 (stereo unspecified)	1%	-5%	·
CN(C)S(=O)(=O)N1CCN(C(=O)c2ccc3c(c2)OCO3)CC1	-3%	-5%	-4%
Cc1cnc(NC(=O)c2ccco2)s1	-1%	-3%	10%
Cc1ccc(OCC(=O)N2CCC(N3CCCCCC3)CC2)cc1	-11%	7%	0%
C=CCC1=C/C(=C\c2c(N)n3nc(CC(=O)N4CCCC4)sc3nc2=O)C=C(OC)C1=O	-18%	17%	0%
CCN(CCn1cccn1)C(=O)CC1C(=O)NCCN1CC1CCCCC1 (stereo unspecified)	1%	0%	-17%

Compound activity: PubChem BioAssay, National Center for Advancing Translational Sciences (NCATS)
